Screening data: PubChem, several laboratories
Mcl1 Noxa PPI = Mcl-1/Noxa interaction inhibition; Q07820; TR-FRET Mcl-1/Noxa peptide binding, 2 h; inhibition, % at 21.7 µM; 1.5% of 220,000 active; AID 1022;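 active = compounds that cut the protein-peptide binding signal by more than 50% relative to plate controls in a single-dose test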;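 note: His-tagged Mcl-1 with rhodamine Noxa BH3 peptide and terbium anti-His antibody; 0% = Mcl-1 plus Noxa peptide wells and 100% = peptide-only wells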
Target sequence (Q07820 whole entry, looked up): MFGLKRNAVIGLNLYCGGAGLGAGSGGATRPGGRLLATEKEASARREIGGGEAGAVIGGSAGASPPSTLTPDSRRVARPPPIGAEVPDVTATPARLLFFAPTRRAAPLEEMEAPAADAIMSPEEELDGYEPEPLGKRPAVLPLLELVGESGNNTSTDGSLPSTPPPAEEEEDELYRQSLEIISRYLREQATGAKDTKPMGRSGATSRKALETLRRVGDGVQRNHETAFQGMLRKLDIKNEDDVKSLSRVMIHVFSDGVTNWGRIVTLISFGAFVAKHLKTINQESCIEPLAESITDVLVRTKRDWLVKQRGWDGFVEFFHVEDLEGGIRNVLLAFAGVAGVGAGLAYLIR
HRas wt GTP bind = human HRas wildtype GTP binding, change in either direction | GST-Ras wt beads, Bodipy-FL-GTP binding, flow cytometry; actives lie on both sides | 0.14% of 190,000 active | P01112 | AID 759 | GTP binding activity, % at 10 µM;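 active = GTP binding activity at least 20% away from the 100% baseline, either lowered as inhibitor or raised as activator; inconclusive = flagged as likely green fluorescent, judged across all proteins in the well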;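 note: 0% = unlabeled GTP competition control and 100% = no-compound control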
Target sequence (P01112 whole entry, looked up): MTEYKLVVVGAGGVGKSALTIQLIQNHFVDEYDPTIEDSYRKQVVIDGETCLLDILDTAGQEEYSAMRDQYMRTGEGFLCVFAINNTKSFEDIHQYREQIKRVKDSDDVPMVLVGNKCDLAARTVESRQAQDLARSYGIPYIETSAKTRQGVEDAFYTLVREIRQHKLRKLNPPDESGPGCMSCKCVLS
Rac1 mut GTP = human Rac1 activated mutant GTP binding change | P63000 | GST-Rac1 activated beads, fluorescent GTP binding, flow cytometry; actives lie on both sides; 100% means binding = to untreated wells | percent activity (GTP binding), % at 10 µM | 0.11% of 190,000 active | AID 764;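 active = GTP binding at least 20 percentage points away from the 100% baseline, in either direction, so actives lie on both sides; inconclusive = Compound likely fluorescent itself, or too few beads counted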
Rab7 wt GTP bind = modulators of GTP binding to dog Rab7 wildtype GTPase. 0.055% of 190,000 active. GST-Rab7 beads, fluorescent GTP binding, flow cytometry; actives lie on both sides; untreated = 100%, excess cold GTP = 0%. GTP binding activity (percent of control), % at 10 µM;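 active = fluorescent GTP binding to Rab7 beads changed by at least 20 points from the 100% baseline, either direction, mostly lower; inconclusive = compound itself probably fluorescent, or too few beads counted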;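 note: median green fluorescence of bound Bodipy-FL-GTP per Rab7 bead population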
Avidin fluor = avidin bead compound fluorescence profile | Avidin beads, compound fluorescence 488/530 nm, flow cytometry; stronger effect = higher value | fluorescence (KMESF) at 10 µM | 0.38% of 220,000 active; in the data active = fluorescence above about 47; note: inactives centre near 10
Cdc42 wt GTP = human Cdc42 wildtype GTP binding change, either direction; P60953; GST-Cdc42 beads, Bodipy-GTP binding, flow cytometry; actives lie on both sides; percent activity (GTP binding), % at 10 µM; 0.2% of 190,000 active;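 active = percent activity GTP binding at least 20 points away from the 100% baseline, either down as inhibitor or up as activator; inconclusive = compound flagged as likely green fluorescent from well-wide comparison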;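 note: median bead fluorescence of bound Bodipy-FL-GTP at 100 nM; 0% = excess unlabeled GTP control and 100% = no compound control; below 100% means less GTP binding so inhibitor and above means activator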
Target sequence (P60953 whole entry, looked up): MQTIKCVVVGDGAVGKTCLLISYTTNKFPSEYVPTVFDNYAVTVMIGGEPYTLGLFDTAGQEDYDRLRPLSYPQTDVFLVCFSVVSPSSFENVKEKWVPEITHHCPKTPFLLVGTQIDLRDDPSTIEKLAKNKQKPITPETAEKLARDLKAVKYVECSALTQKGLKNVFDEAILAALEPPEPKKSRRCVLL
Pf gametocyte = kills late stage P. falciparum gametocytes; P. falciparum stage V gametocytes, ATP luminescence, 24 h; inhibition, % at 10.9 µM; 0.065% of 150,000 active;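 active = inhibition above the mean plus 3 SD of compounds within the control limits, set per campaign, cut at about 38% in these data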;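 note: 0% = DMSO wells and 100% = medium only without gametocytes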
Bim-Mcl-1 = inhibitors of Bim-Mcl-1 interaction, human. Q07820. 0.1% of 190,000 active. AID 1009. inhibition, % at 10 µM. Bead-based flow cytometry, Bim peptide-Mcl-1 binding; in the data active = inhibition above about 40%;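 note: 0% = no compound tracer wells and 100% = peptide blocker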
Mcl1-Bid inh = disrupts binding of human Mcl-1 to Bid peptide; TR-FRET Mcl-1/Bid-Dy647 peptide binding, 1536-well; inhibition, % at 21.7 µM; 0.97% of 220,000 active;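 active = compounds that cut the binding signal by more than half at the single screening dose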;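 note: His-tagged Mcl-1 with europium anti-His antibody binding Bid BH3 peptide; 0% = Mcl-1 plus peptide wells and 100% = peptide-only wells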
Rab2A wt mod = changes GTP binding to wildtype dog Rab2A, up or down; P61105; GST-Rab2 wt beads, Bodipy-GTP binding, flow cytometry; GTP binding activity, % at 10 µM; 0.19% of 190,000 active;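 active = GTP binding activity at least 20 points away from 100%, either lowered or raised; inconclusive = signal likely due to the compound's own green fluorescence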;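 note: 0% = beads with excess unlabeled GTP and 100% = no-compound control corrected for plate trend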
Rac1 wt modul = modulators of human Rac1 wildtype GTP binding. GST-Rac1 beads, fluorescent GTP binding, flow cytometry; actives lie on both sides; 0 = cold GTP competed, 100 = untreated. AID 757. GTP binding activity (% of control), % at 10 µM. P63000. 0.27% of 190,000 active;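 active = GTP binding activity at least 20 points away from the 100% control level, either lower or higher; inconclusive = compound flagged as likely green fluorescent, judged across all proteins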
Active calls of the source: *; ? = inconclusive; nt = no result given.

SMILES	Mcl1 Noxa PPI	HRas wt GTP bind	Rac1 mut GTP	Rab7 wt GTP bind	Avidin fluor	Cdc42 wt GTP	Pf gametocyte	Bim-Mcl-1	Mcl1-Bid inh	Rab2A wt mod	Rac1 wt modul
Nn1c(COc2ccccc2)nnc1SCC(=O)O	26.0	96.0	98.0	94.0	10	99.0	4.2	-2.0	3.2	97.0	99.0
COc1ccc(C(=O)N2CCN(S(=O)(=O)c3ccc(F)cc3)CC2)cc1OC	12.0	96.0	97.0	96.0	8	98.0	10.4	1.0	-7.7	96.0	100.0
CCCn1c2ccccc2c2nnc(SCC(=O)OCC)nc21	6.2	100.0	98.0	103.0	11	100.0	-3.4	0.0	-7.3	103.0	103.0
CSc1ccc(-c2nnn(Cc3ccccn3)n2)cc1	25.2	105.0	101.0	101.0	20	107.0	6.8	-3.0	-0.7	102.0	110.0
CCn1c(-c2ccccc2)c(C(=O)O)c2ccccc21	7.8	95.0	95.0	95.0	19	94.0	6.2	3.0	-2.7	94.0	98.0
NCCCC(N)(C(=O)O)C(F)F (configuration not stated)	21.0	103.0	100.0	93.0	6	104.0	nt	0.0	2.4	101.0	103.0
COC(=O)c1ccc(N2CCN(c3ccccc3)CC2)c(NC(=O)C2CC2)c1	-2.3	100.0	99.0	102.0	27	99.0	4.2	2.0	-25.4	99.0	104.0
CCOC(=O)CCCc1c[nH]c2ccccc12	20.6	97.0	93.0	95.0	36	99.0	-3.8	-2.0	-26.8	94.0	94.0
COC(=O)C(C)N(c1ccc(OC)cc1)S(C)(=O)=O (configuration not stated)	4.3	97.0	98.0	102.0	9	98.0	nt	0.0	-4.5	99.0	101.0
Cn1c(N2CCC(C(N)=O)CC2)nc2c1c(=O)n(Cc1cccc(Br)c1)c(=O)n2C	-14.9	99.0	100.0	100.0	10	103.0	nt	-1.0	-5.1	101.0	103.0
CC1CCN(S(=O)(=O)c2csc(C(=O)Nc3ccccc3)c2)CC1	16.0	102.0	101.0	98.0	2	102.0	nt	-4.0	5.9	104.0	104.0
Cc1ccc2c(c1)cc(CN(Cc1ccc3c(c1)OCO3)C(=O)c1ccccc1)c1nnnn12	-10.6	94.0	91.0	94.0	36	93.0	nt	-3.0	-3.6	92.0	94.0
CCCSC1=N/C(=C\c2ccc([N+](=O)[O-])o2)C(=O)S1	78.8*	98.0	94.0	107.0	5	96.0	3.0	1.0	6.4	99.0	101.0
Cc1ccc(NC(=O)CSc2ccc(-c3ccc4c(c3)OCO4)nn2)cc1F	1.7	100.0	99.0	99.0	15	101.0	-2.0	-4.0	-36.9	99.0	100.0
CCn1ncc(Cl)c1C(=O)Nc1cc(Cl)ccc1Cl	-10.1	?	?	?	14	?	10.8	-5.0	-9.5	?	?
Cc1nc2ncnn2c(N2CCN(S(=O)(=O)c3ccc(Br)cc3)CC2)c1C	-2.8	100.0	96.0	106.0	11	98.0	7.3	1.0	-2.5	100.0	100.0
O=C(c1ccccc1-c1ccccc1)N1CCCC1	9.1	104.0	100.0	101.0	9	105.0	nt	0.0	-0.9	104.0	106.0
CC1CC(C)CN(C(=S)Nc2ccc(OC(F)F)cc2)C1 (configuration not stated)	15.3	100.0	101.0	93.0	13	100.0	-15.1	-3.0	-66.6	98.0	98.0
O=C(/C=C/Nc1ccc(Oc2ccccc2Cl)cc1)c1ccco1	22.4	101.0	98.0	107.0	9	98.0	-23.6	0.0	-37.6	101.0	103.0
CCOC(=O)c1ccc(NC(=O)NCc2ccncc2)cc1	-12.8	95.0	94.0	94.0	24	95.0	-17.8	0.0	-18.2	93.0	92.0
COc1ccc(OC)c(S(=O)(=O)N(C)CC(=O)Nc2cc(Cl)ccc2OC)c1	1.1	101.0	99.0	101.0	27	99.0	-36.7	-4.0	4.1	99.0	111.0
C/C(=N\Nc1ncc(Cl)cc1Cl)c1ccc(C#N)cc1	1.4	98.0	97.0	102.0	10	96.0	-36.2	0.0	-19.7	99.0	98.0
CCCCn1nnc(NC(=O)c2sc3cc(Cl)ccc3c2Cl)n1	3.5	99.0	99.0	101.0	13	101.0	nt	-6.0	-27.6	99.0	105.0
Cc1cc(N2CCN(C)CC2)n2cc(-c3ccc(F)cc3)nc2n1	57.8*	96.0	96.0	96.0	16	96.0	nt	-1.0	-21.7	94.0	93.0
COc1cc(/C=C/C(=O)N2CCCN(C(=O)/C=C/c3cc(OC)c(OC)c(OC)c3)CC2)cc(OC)c1OC	0.0	96.0	96.0	96.0	4	97.0	9.8	2.0	-21.7	97.0	99.0

The results go on.
SMILES	Mcl1 Noxa PPI	HRas wt GTP bind	Rac1 mut GTP	Rab7 wt GTP bind	Avidin fluor	Cdc42 wt GTP	Pf gametocyte	Bim-Mcl-1	Mcl1-Bid inh	Rab2A wt mod	Rac1 wt modul
Cc1ccc(OCC(=O)N/N=C\c2ccc(O)cc2)c([N+](=O)[O-])c1	12.5	?	?	?	11	?	10.4	0.0	-44.1	?	?
COc1ccc(NC(=O)CSc2ccc(-c3cccs3)nn2)c(OC)c1	3.2	96.0	96.0	95.0	33	98.0	-6.0	0.0	-9.2	95.0	95.0
O=C(Nc1cccc([N+](=O)[O-])c1)c1ccc(CSc2ccccc2)cc1	9.1	101.0	96.0	101.0	9	98.0	14.6	5.0	-14.1	96.0	100.0
Cc1cccc(NC(=O)Cn2cc(C(=O)c3ccco3)c3ccccc32)c1	-5.5	98.0	101.0	98.0	13	103.0	nt	-1.0	-14.8	101.0	102.0
O=C1OCC(CO)(CO)N=C1NNc1ccc(Cl)c(Cl)c1	-4.3	102.0	97.0	100.0	13	100.0	nt	0.0	-78.6	101.0	100.0
C/C(=N/NC(=O)c1ccncc1)C1=C(O)CC(C)(C)CC1=O	19.9	100.0	98.0	101.0	24	99.0	-15.3	-2.0	3.6	99.0	101.0
OC1(c2cccs2)CN(c2ccc(Cl)cc2)C2=[N+]1CCCC2 (configuration not stated)	13.6	97.0	98.0	93.0	7	96.0	-24.9	-1.0	-31.4	98.0	103.0
O=C(N/N=C/c1ccc(OC(F)F)cc1OC(F)F)NC1CCCCC1	9.5	95.0	93.0	98.0	13	95.0	-17.2	0.0	-2.8	97.0	97.0
COCCNC(=O)C(c1cccnc1)N(Cc1ccc(C)cc1)C(=O)Cn1nnc2ccccc21 (configuration not stated)	26.1	94.0	98.0	90.0	9	97.0	16.7	2.0	6.5	97.0	96.0
O=C(c1cc2c([nH]c1=O)CCCC2)N1CCc2c([nH]c3ccccc23)C1c1ccccc1F (configuration not stated)	2.2	98.0	97.0	103.0	9	96.0	12.7	0.0	-47.2	98.0	101.0
COc1ccc(Cn2nnnc2C(c2cc3cc(C)ccc3[nH]c2=O)N2CCN(C)CC2)cc1 (configuration not stated)	14.3	97.0	98.0	96.0	24	97.0	0.2	0.0	-18.5	98.0	100.0
CCN(CC)S(=O)(=O)c1cc(C(=O)c2nccn2C)ccc1Cl	13.3	98.0	96.0	97.0	10	101.0	-6.0	-2.0	-22.2	97.0	98.0
O=C(CSc1nc2ccccc2c2nc3ccccc3n12)NCc1ccco1	-69.3	101.0	99.0	99.0	10	101.0	-14.6	0.0	85.5*	98.0	100.0
O=C([C@H](Cc1ccc(O)cc1)n1cc(CCO)nn1)N1CCNCC1	1.2	101.0	100.0	104.0	5	100.0	10.8	2.0	-3.1	100.0	101.0
CC(C)(C)SCCNC(=O)/C=C/c1cccc([N+](=O)[O-])c1	-20.4	99.0	98.0	96.0	2	102.0	9.3	-2.0	-27.1	97.0	102.0
O=C(Nc1nc2ccccc2[nH]1)C1CCCC1	5.6	99.0	96.0	96.0	8	101.0	7.7	1.0	-7.2	93.0	101.0
c1ccc(Cn2ccnc2SCc2nnc(-c3ccccc3)o2)cc1	5.5	96.0	94.0	93.0	18	96.0	-2.8	-1.0	-12.6	94.0	95.0
NC(=S)NNC(=O)[C@@H]1CCCC[C@@H]1C(=O)O	-3.3	103.0	101.0	103.0	6	113.0	nt	-12.0	-61.5	103.0	117.0
O=C(CSc1nnnn1Cc1ccccc1)NCC(=O)c1ccccc1	23.2	97.0	95.0	98.0	10	96.0	nt	0.0	-7.1	96.0	94.0
CCOC(=O)C(Cc1ccccc1)NC(=O)Cn1nnc(-c2ccccc2)n1 (configuration not stated)	4.7	109.0	103.0	104.0	7	108.0	-4.1	-1.0	-4.8	107.0	107.0
O=C(NCCC1=CCCCC1)C1CCCN(S(=O)(=O)c2cccc3cccnc23)C1 (configuration not stated)	2.5	103.0	102.0	103.0	14	103.0	nt	0.0	-21.8	102.0	108.0
CCCCOCCCNC1=NCCCCC1	1.8	98.0	96.0	101.0	13	98.0	nt	1.0	7.7	99.0	98.0
COc1ccc(N=c2oc3cc(O)ccc3cc2C(=O)NCC2CCCO2)cc1 (configuration not stated)	26.6	103.0	101.0	100.0	11	105.0	-3.4	1.0	7.8	102.0	105.0
CC1=CC(C)(C)N(C(=O)CSc2nnc(C)s2)c2ccc(C)cc21	12.8	96.0	98.0	96.0	9	94.0	2.6	-1.0	-21.8	97.0	97.0
O=C(NCC(c1ccco1)N1CCOCC1)c1cccc([N+](=O)[O-])c1 (configuration not stated)	2.3	99.0	98.0	103.0	9	100.0	18.5	0.0	-7.2	100.0	102.0

Continued:
SMILES	Mcl1 Noxa PPI	HRas wt GTP bind	Rac1 mut GTP	Rab7 wt GTP bind	Avidin fluor	Cdc42 wt GTP	Pf gametocyte	Bim-Mcl-1	Mcl1-Bid inh	Rab2A wt mod	Rac1 wt modul
OC(CN1CCN(c2ccccn2)CC1)Cn1c2ccc(Cl)cc2c2cc(Cl)ccc21 (configuration not stated)	4.0	96.0	92.0	94.0	42	93.0	nt	-3.0	-18.9	93.0	94.0
O=C1[C@H]2C(c3ccccc3)=NN(c3ccccc3)[C@H]2C(=O)N1c1ccccc1	-12.8	103.0	99.0	111.0	nt	101.0	23.3	0.0	-43.6	106.0	108.0
C=CCN1C(=O)C2(NNc3ccccc3O2)c2ccccc21 (configuration not stated)	45.9	94.0	96.0	93.0	10	97.0	nt	-1.0	-13.5	95.0	99.0
O=C(c1ccc(F)cc1)N1CCCC(c2nc(-c3cccs3)no2)C1 (configuration not stated)	-6.0	101.0	93.0	109.0	10	101.0	-2.7	1.0	-6.3	104.0	99.0
COc1ccc(C(=O)n2nc(-c3ccc(C)cc3)nc2N)cc1OC	5.1	97.0	94.0	99.0	9	96.0	nt	1.0	-7.1	95.0	94.0
Cc1cccc(NC(=S)N(CCCN2CCOCC2)Cc2ccccn2)c1	22.0	?	?	?	7	?	nt	0.0	-31.9	?	?
